B2AR arrestin = recruits beta-arrestin to the human beta2-adrenergic receptor | P07550 | beta-arrestin recruitment to beta2AR, cell-based reporter | Potency, µM (top dose mostly 46.1 µM), without a hit: top-dose activation, usual class: activators | hit rate 0.02% among 330,000;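 also: potency is read from the fitted curve at half-maximal effect; 0% = DMSO controls and full agonism = EC100 isoproterenol or metaproterenol; nearly all actives have a fitted effect of over 65% in size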
Target sequence (P07550 whole entry, looked up): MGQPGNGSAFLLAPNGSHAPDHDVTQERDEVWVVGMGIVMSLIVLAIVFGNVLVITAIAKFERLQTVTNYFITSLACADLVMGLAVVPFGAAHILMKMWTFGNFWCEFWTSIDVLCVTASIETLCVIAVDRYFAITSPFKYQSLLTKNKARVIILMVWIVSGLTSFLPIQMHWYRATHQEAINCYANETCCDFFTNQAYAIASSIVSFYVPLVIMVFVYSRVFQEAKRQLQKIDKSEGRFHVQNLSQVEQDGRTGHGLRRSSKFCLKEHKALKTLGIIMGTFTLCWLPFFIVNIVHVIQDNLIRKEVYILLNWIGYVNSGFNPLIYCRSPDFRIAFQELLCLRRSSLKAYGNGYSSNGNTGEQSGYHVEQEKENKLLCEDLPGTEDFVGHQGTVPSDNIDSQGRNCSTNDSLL
USP2a block = blocks human ubiquitin-specific protease USP2a | AID 463254 | O75604 | Potency, µM (highest dose often 38.3 µM), for inactives: top-dose activity change, negative = inhibition, usual class: inhibitors | hit rate 0.01% among 330,000 | USP2 core, Ub-CHOP2 coupled fluorogenic reporter, 485/531;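 also: potency is read from the fitted curve at half-maximal effect; plate controls were DMSO wells for no effect and full inhibition by NEM control for full effect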
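USP2 core (10nM final) preincubated 30min RT with compound in 20mM Tris-HCl pH 8.0, 2mM CaCl2, 2mM beta-mercaptoethanol, 0.05% CHAPS; 25nM Ub-CHOP2 plus 25nM reporter substrate added, fluorescence (Ex485/Em531) read after 60min.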
TRPV1 ag = human TRPV1 agonism | Q8NER1 | TRPV1-expressing cells, Fluo-8 calcium influx, agonist mode | activation, % at 8.33 µM | hit rate 0.19% among 320,000 | AID 540275; in the data active = activation above about 80%; inconclusive = between about 30% and that limit; also: 0% is about no effect
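TRPV1-expressing cells were cultured overnight at 35.5C and loaded with Fluo-8 calcium dye for 40 to 90 min at room temperature. After a 10 s baseline, compound was added and calcium influx was read kinetically for 3 min (ex 480/em 520 nm).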
TSG101-PTAP inh = blocks PTAP/TSG101 interaction to inhibit HIV-1 budding | Q99816 | Fluorescence polarization, FITC-PTAP peptide / Tsg101 binding | Potency, µM (series often up to 115 µM), for inactives: at the highest dose activity change, negative = inhibition, hits mostly inhibitors | 340,000 tested, under 10 active | AID 493005; active = well fitted inhibition curve with a large enough effect in the main read-out, with a control signal flat, not every such curve was filed as active; inconclusive = small, poorly fitted or top-dose-only effect, or effect the other way, or a change in a side signal; inactive = no such curve, though single readings can be large or run the other way; also: potency is read from the fitted curve at half-maximal effect; % of control where 0% means no effect
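FP read-out: FITC-PTAP peptide, 50 nM final, binding Tsg101 binding domain, 10 uM final; 20 min, r.t.; 10 mM HEPES pH 7.5, 0.15 M NaCl, 0.01% Tween 20, 3 mM EDTA, 0.1 mM TCEP.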
p53 reactivation = re-activators of mutant p53. H1299 p53-A138V BP100-luciferase reporter, luminescence, 24 h. Potency, µM (doses to about 92.2 µM), without a hit: at the highest dose activity change, positive = activation, actives largely listed as activators. hit rate 0.063% among 320,000. AID 504706; also: potency is read from the fitted curve at half-maximal effect; % of control where 0% means no effect; nearly all actives have a fitted effect of over 45% in size
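p53-null H1299 cells stably carrying temperature-sensitive p53-A138V and a BP100-luciferase reporter were pinned with compounds (4-point, 1:5 series) and held 24 hrs at 37 deg C. Luminescence was read 10 min after detection reagent.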
BRCA1 expr up = activators of BRCA1 expression; Potency, µM (top dose mostly 46.1 µM), for the others: at the highest dose activation, hits mostly activators; hit rate 1.1% among 380,000; MCF7-BRCA1-FFLuc reporter, luminescence, 48 h; response scale: scaled: vehicle 0%, 10 µM genistein 100%; also: potency is read from the fitted curve at half-maximal effect; nearly all actives have a fitted effect of over 80% in size; some results filed as inactive show a strong effect at the top dose
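Quantitative HTS in MCF7 cells stably reporting BRCA1 expression via firefly luciferase. Compound treatment lasts 48 h at 37 °C in phenol-red free MEM. Activation is expressed relative to genistein at 10 microM and DMSO.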
Integrin act MD = activators of alpha7 integrin expression for muscular dystrophy. alpha7betagal myoblasts, beta-gal FDG fluorescence, 48 h. Potency, µM (highest dose often 38.3 µM), for inactives: at the top dose activation, most hits filed as activators. hit rate 0.064% among 350,000. AID 624291;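 also: potency is read from the fitted curve at half-maximal effect; 100% = response of the positive control SU9516; nearly all actives have a fitted effect of over 60% in size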
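Alpha7betagal+/- myoblasts (passage 13) were plated 16-24 hr, then exposed to compounds (1:260 dilution of DMSO stock) for 48 hours at 37C. After MPER lysis, β-galactosidase reporter activity was read as FDG fluorescence (ex 480/em 540) after 30 minutes.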
S-ASM inh = human S-ASM enzyme inhibition | AID 504937 | Potency, µM (highest dose often 57.5 µM), for the others: at the highest dose activity change, negative = inhibition, most hits filed as inhibitors | placental ASM, HMU-PC fluorogenic substrate, 60 min | hit rate 0.006% among 340,000; also: potency is read from the fitted curve at half-maximal effect
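HMU-PC0 cleavage (9 uM final) by human placental ASM, 60 min at 37 °C following 10 min compound exposure at RT; stopped at pH 10, fluorescence Ex 386/Em 447 nm.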
uPA generation = inhibitors of cell surface uPA generation; AID 540303; cell surface uPA generation assay, qHTS; Potency, µM (doses to about 38.3 µM), for the others: top-dose activity change, negative = inhibition, most hits filed as inhibitors; hit rate 0.31% among 330,000; active = well fitted inhibition curve with a large enough effect; inconclusive = small, poorly fitted or top-dose-only effect; inactive = no such curve, though single readings can be large or run the other way; tested in mouse RAW 264.7 cells; also: potency is read from the fitted curve at half-maximal effect; % is scaled to controls: 0 for no effect and ±100 for the full control effect; nearly all actives have a fitted effect of over 55% in size
Eya2 inh = blocks the phosphatase activity of human Eya2; O00167; recombinant Eya2, OMFP fluorescence dephosphorylation (OMFP is methylfluorescein phosphate); Potency, µM (highest dose often 76.9 µM), inactives show at the top dose activity, negative = inhibition, actives largely listed as inhibitors; hit rate 0.006% among 330,000; AID 488837; also: potency is read from the fitted curve at half-maximal effect; % is scaled to controls: 0 for no effect and ±100 for the full control effect
Target sequence (O00167 whole entry, looked up): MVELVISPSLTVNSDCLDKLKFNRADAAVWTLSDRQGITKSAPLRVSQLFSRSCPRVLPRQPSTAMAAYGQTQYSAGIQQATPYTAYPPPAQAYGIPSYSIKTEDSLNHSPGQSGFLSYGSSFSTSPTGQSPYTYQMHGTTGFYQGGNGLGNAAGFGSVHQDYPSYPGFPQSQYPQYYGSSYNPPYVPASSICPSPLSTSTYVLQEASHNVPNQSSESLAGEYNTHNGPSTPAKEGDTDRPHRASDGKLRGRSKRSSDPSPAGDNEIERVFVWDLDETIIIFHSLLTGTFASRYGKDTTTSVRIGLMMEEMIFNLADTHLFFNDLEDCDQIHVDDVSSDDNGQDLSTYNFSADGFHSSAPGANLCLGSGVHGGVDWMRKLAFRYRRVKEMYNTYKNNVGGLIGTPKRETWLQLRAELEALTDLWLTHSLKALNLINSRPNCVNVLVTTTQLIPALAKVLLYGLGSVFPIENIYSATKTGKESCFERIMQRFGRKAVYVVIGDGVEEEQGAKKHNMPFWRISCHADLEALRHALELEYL
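Eya2 (0.2 uM) preincubated 10 min at ambient with compound, then OMFP substrate added at 50 uM; 10 min reaction in 50 mM HEPES pH 7.5, 50 mM NaCl, 5 uM MgCl2, 0.05% BSA, 1 mM DTT. Fluorescence read at Ex 485/Em 525 nm.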
ELG1 genotox = induces genotoxicity in HEK293T cells with luciferase-tagged ELG1 | HEK293T ELG1-luciferase reporter, luminescence, 16 h | Potency, µM (doses to about 46 µM), inactives show top-dose activity change, positive = activation, actives largely listed as activators | hit rate 1.3% among 330,000 | AID 504466; also: potency is read from the fitted curve at half-maximal effect; % of control where 0% means no effect; nearly all actives have a fitted effect of over 60% in size
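HEK293T cells expressing luciferase-tagged ELG1 were exposed to compound or DMSO vehicle for 16 hr at 37 °C and 5% CO2. Luciferase activity was then measured with ONE-Glo after 30 min at room temperature.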
* marks the source's active call; other numbers are inactive results; ? = inconclusive; · = not tested or not shown; [ ] = dose if it differs, or a comment. Unless noted, calls follow the shape of the dose curve; as a rule, active = well fitted curve in the direction sought with a large enough effect; inconclusive = small, poorly fitted or top-dose-only effect, or another doubt; inactive = no such curve, though single readings can be large; an effect the other way counts as inactive or inconclusive.

SMILES	B2AR arrestin	USP2a block	TRPV1 ag	TSG101-PTAP inh	p53 reactivation	BRCA1 expr up	Integrin act MD	S-ASM inh	uPA generation	Eya2 inh	ELG1 genotox
Cc1ccccc1C(=O)NNC1CC(=O)N(c2ccc3c(c2)OCCO3)C1=O (centres undefined)	-0.3%	1%	-2	-1%	-7%	12%	13%	3%	4%	0%	1%
C/C(=N/NC(=O)c1sc(NS(=O)(=O)c2ccccc2)nc1C)c1ccc(F)cc1	-0.3%	1%	4	1%	-3%	0%	29%	4%	-4%	-2%	2%
COC(=O)CNC(c1ccccc1)c1cc(Cl)ccc1NC(=O)c1cccc(Cl)c1 (centres undefined)	-1.4%	-1%	2	-1%	-10%	-36%	7%	-3%	?	0%	-4%
CCCOC(=O)c1c(NC(=O)/C=C/c2cnn(C)c2C)sc(C(=O)OCC)c1C	1.6%	0%	2	-1%	-3%	3%	0%	96%[activator]	·	10%	1%
Cc1cc([N+](=O)[O-])cc2ncccc12	0.0%	3%	1	0%	3%	-3%	16%	-1%	-5%	-2%	1%
COc1cc(C(O)P(=O)(OCC(C)C)c2ccc(N(C)C)cc2)cc(OC)c1OC (centres undefined)	-0.9%	3%	-2	0%	-1%	-8%	-7%	4%	1%	1%	-1%
CCOC(=O)Cc1csc(NC(=O)c2cc(-c3ccncc3)nc3ccccc23)n1	-1.7%	-3%	13	1%	-6%	-32%	?	-2%	-2%	?	-8%
CC(=O)c1sc(=S)n(-c2ccc(Cl)cc2)c1C	0.4%	3%	0	-3%	5%	-44%	3%	-1%	9%	3%	1%
Cc1ccc(/C=C2\SC(=S)N(CCCC(=O)Nc3ccccn3)C2=O)cc1	-0.1%	6%	-2	-5%	-11%	-88%	-19%	-7%	3%	7%	-6%
O=C(O)c1cccnc1SC1CC(=O)N(c2cccc3ccccc23)C1=O (centres undefined)	0.1%	2%	-2	·	0%	·	·	·	·	3%	0%
CCN(CC(=O)Nc1ccc(C)c(S(=O)(=O)N2CCOCC2)c1)Cc1ccccc1	0.1%	2%	?	-3%	-5%	-19%	-12%	-1%	-5%	-17%	-6%
COc1ccc(OCC(=O)Nc2ccc(Cl)cc2)cc1	-0.2%	1%	-7	-9%	5%	4%	0%	2%	-5%	4%	10%
Cn1c(SCC(=O)c2cccs2)nnc1-c1ccco1	-0.3%	1%	-2	-6%	33%	28%	-1%	3%	-10%	-2%	?
COC(=O)c1cccc(NC(=O)c2cccc([N+](=O)[O-])c2)c1	-1.6%	3%	20	-6%	6%	13%	-1%	-1%	1%	12%	4%
O=C(C1CCCN(S(=O)(=O)Cc2ccccc2)C1)N1CCC(Cc2ccccc2)CC1 (centres undefined)	0.1%	-1%	25	-2%	-4%	-29%	-19%[7.66 µM]	-1%	·	-13%	-8%
CCOC(=O)C1(Cc2cccc(OC)c2)CCCN(S(=O)(=O)c2cccnc2)C1 (centres undefined)	0.0%	2%	11	-2%	-3%	24%	-2%	-1%	3%	-1%	-6%
CCN1C[C@@H]2[C@@H]3C(=O)N(C)C(=O)[C@@H]3[C@](Cc3ccccc3)(C(=O)OC)N2C1=NCc1ccccc1	·	·	·	-3%	·	13%	-9%	4%	-8%	·	·
COC(=O)CSc1nnc(-c2ccco2)n1Cc1ccco1	0.6%	2%	0	0%	0%	3%	-19%	-2%	-1%	6%	-14%
C/C(=C/CCC(C)C1CCC2(C)C3CCC4C(C)(C)C(=O)CCC4(C)C3=CCC12C)C(=O)O (centres undefined)	-0.3%	0%	-1	·	-3%	·	·	·	·	2%	-7%
Cc1cc(Cl)ccc1OCCCC(N)=O	-0.4%	1%	27	-6%	4%	0%	15%	-3%	0%	-3%	15%

At a glance, 8 of the compounds above.
SMILES	B2AR arrestin	USP2a block	TRPV1 ag	TSG101-PTAP inh	p53 reactivation	BRCA1 expr up	Integrin act MD	S-ASM inh	uPA generation	Eya2 inh	ELG1 genotox
COc1ccc(OCC(=O)Nc2ccc(Cl)cc2)cc1	-0.2%	1%	-7	-9%	5%	4%	0%	2%	-5%	4%	10%
Cn1c(SCC(=O)c2cccs2)nnc1-c1ccco1	-0.3%	1%	-2	-6%	33%	28%	-1%	3%	-10%	-2%	?
COC(=O)c1cccc(NC(=O)c2cccc([N+](=O)[O-])c2)c1	-1.6%	3%	20	-6%	6%	13%	-1%	-1%	1%	12%	4%
O=C(C1CCCN(S(=O)(=O)Cc2ccccc2)C1)N1CCC(Cc2ccccc2)CC1 (centres undefined)	0.1%	-1%	25	-2%	-4%	-29%	-19%[7.66 µM]	-1%	·	-13%	-8%
CCOC(=O)C1(Cc2cccc(OC)c2)CCCN(S(=O)(=O)c2cccnc2)C1 (centres undefined)	0.0%	2%	11	-2%	-3%	24%	-2%	-1%	3%	-1%	-6%
CCN1C[C@@H]2[C@@H]3C(=O)N(C)C(=O)[C@@H]3[C@](Cc3ccccc3)(C(=O)OC)N2C1=NCc1ccccc1	·	·	·	-3%	·	13%	-9%	4%	-8%	·	·
COC(=O)CSc1nnc(-c2ccco2)n1Cc1ccco1	0.6%	2%	0	0%	0%	3%	-19%	-2%	-1%	6%	-14%
C/C(=C/CCC(C)C1CCC2(C)C3CCC4C(C)(C)C(=O)CCC4(C)C3=CCC12C)C(=O)O (centres undefined)	-0.3%	0%	-1	·	-3%	·	·	·	·	2%	-7%

More structures follow:
SMILES	B2AR arrestin	USP2a block	TRPV1 ag	TSG101-PTAP inh	p53 reactivation	BRCA1 expr up	Integrin act MD	S-ASM inh	uPA generation	Eya2 inh	ELG1 genotox
O=C(NCc1cccs1)c1cc(-c2cccc(Cl)c2)on1	-0.4%	0%	8	21%	?	57%	14%	-1%	·	13%	?
CC(=O)Nc1ccc(S(=O)(=O)n2cnc3cc(C)c(C)cc32)cc1	0.2%	-1%	8	-1%	1%	-8%	-13%	2%	-2%	15%[15.4 µM]	-5%
CCCC[C@@H]1C[C@H]1[C@@H](NC(=O)c1cccs1)c1ccc(C(F)(F)F)cc1	·	·	·	0%	·	-31%	0%	-9%	-8%	·	·
Cc1ccc(C(C)(C)C)c(OCCN2CCCC2)c1	-0.2%	0%	6	-1%	-1%	-2%	6%	3%	2%	-14%	0%
NC(=O)c1ccc(-c2noc(-c3ccccc3F)n2)cc1	-1.1%	-1%	5	·	?	?	·	2%	-1%	-10%	?
O=C(CNc1cccc(Cl)c1)c1ccc(Cl)cc1	0.1%	1%	11	-10%	9%	-1%	6%	0%	·	4%	5%
Cc1ccc(S(=O)(=O)NC2(C(F)(F)F)NC(=O)N(C)C2=O)cc1 (centres undefined)	-0.2%	0%	1	-4%	-4%	3%	28%	3%	6%	-37%	4%
CCCOc1cccc(C(=O)N(Cc2cccs2)C2CCS(=O)(=O)C2)c1 (centres undefined)	-0.5%	-1%	0	-1%	2%	-15%	-8%	1%	-6%	9%	0%
O=C(COC(=O)COc1ccccc1)NC1CCCc2ccccc21 (centres undefined)	-0.3%	2%	10	3%	2%	4%	-9%	1%	12%	4%	-4%
CC(Cl)C(=O)Nc1cc(C(C)(C)C)nn1-c1ccccc1 (centres undefined)	-0.7%	3%	19	-1%	-1%	1%	-3%	6%	5%	-2%	-2%
CCOc1ccc(CNc2ccc3c(c2)ncn3C)cc1	-0.1%	-2%	-4	-5%	?	65%	-39%	1%	7%	?	1%
Cc1ccc(Sc2ccncc2S(N)(=O)=O)cc1	-0.3%	2%	2	-6%	-8%	-12%	25%	2%	-2%	14%	-2%
CCOC(=O)c1[nH]c2ccccc2c1NC(=O)c1ccc2c(c1)OCO2	0.4%	0%	·	-2%	2%	49%	3%	-2%	18%	2%	7%
CCC1=C(OC(=O)N(CC)CC)N2C(=O)OC(=NCC3CC3)[C@]2(C)[C@H]2C1=CC[C@H]1C(=O)N(C)C(=O)[C@H]12	-0.4%	-3%	2	0%	-5%	-2%	3%	3%	11%	9%	4%
